# Assay outcomes as filed in PubChem BioAssay.
# hiPSC survival: increases survival of single human iPS cells; hiPSC single-cell survival, ATPlite luminescence; 100% = ROCK inhibitor wells, 0% = DMSO; survival enhancement, % at 20 µM; hit rate 0.044% among 360,000; AID 602274; in the data active = survival enhancement above about 18%;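 note: cells exposed to compounds for 16 hours before the ATP read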
# CaV13 ICDI inh: Primary screen for inhibitors of IQ motif and Ca2+-dependent inactivation inhibitor domain binding in CACNA1D, Förster resonance energy transfer in living cells, …. HEK cells, CFP/YFP FRET ICDI-IQ, plate reader, 10 min; percent FRET-ratio fall versus neutral wells. inhibition, % at 12.3 µM. hit rate 0.098% among 340,000. AID 743397;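 active = mean replicate inhibition of at least 30% and at least 1% of replicates passing that level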;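 note: 0% = median of the neutral control wells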
# aDG glyco act: alpha-DG glycosylation activation; Pro5-aDG cells, alpha-DG glycosylation AlphaScreen (IIH6); 0% Pro5, 100% B10-LARGE cell signal; activation, % at 10 µM; hit rate 0.22% among 360,000; AID 624168;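 active = activation of at least 8% versus controls, or a plate z-score of at least 8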;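 note: Pro5 are CHO cells carrying HIG-tagged alpha-DG that lacks glycosylation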
# PDI turbidity: PDI (human) enzyme inhibition; inhibition, % at 10 µM; hit rate 0.052% among 350,000; P07237; PDI insulin aggregation turbidity, A650, 90 min; AID 588391;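 active = mean inhibition across replicates of 30% or more, whatever share of single replicates reach that level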;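 note: absorbance from insulin aggregation driven by PDI reduction with DTT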
# Target sequence (P07237 whole entry, looked up): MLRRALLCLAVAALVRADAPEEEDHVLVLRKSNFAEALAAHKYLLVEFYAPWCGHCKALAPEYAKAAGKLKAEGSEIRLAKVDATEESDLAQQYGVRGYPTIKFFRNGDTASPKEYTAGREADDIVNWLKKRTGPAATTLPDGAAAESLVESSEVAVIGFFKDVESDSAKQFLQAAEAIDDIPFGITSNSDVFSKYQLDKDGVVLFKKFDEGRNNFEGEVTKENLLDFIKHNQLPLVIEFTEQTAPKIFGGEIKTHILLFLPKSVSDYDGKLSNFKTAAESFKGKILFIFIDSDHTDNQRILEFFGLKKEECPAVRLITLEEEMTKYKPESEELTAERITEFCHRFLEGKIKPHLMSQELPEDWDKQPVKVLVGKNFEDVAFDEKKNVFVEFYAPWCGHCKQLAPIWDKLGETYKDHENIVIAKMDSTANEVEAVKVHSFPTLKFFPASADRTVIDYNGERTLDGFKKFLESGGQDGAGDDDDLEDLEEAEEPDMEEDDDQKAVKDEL
# HTR2A ag: agonists of mouse serotonin 5-HT2A receptor (HTR2A). P35363. CHO-K1 mHTR2A beta-arrestin complementation, luminescence; percent of 30 µM serotonin response. activation, % at 7.6 µM. hit rate 0.66% among 360,000. AID 624169;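 active = activation above a run cutoff, the mean activation of all tested compounds plus 3 SD, cut at about 14% in these data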;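 note: 0% = plate median of compound wells and 100% = 30 µM serotonin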
# Target sequence (P35363 whole entry, looked up): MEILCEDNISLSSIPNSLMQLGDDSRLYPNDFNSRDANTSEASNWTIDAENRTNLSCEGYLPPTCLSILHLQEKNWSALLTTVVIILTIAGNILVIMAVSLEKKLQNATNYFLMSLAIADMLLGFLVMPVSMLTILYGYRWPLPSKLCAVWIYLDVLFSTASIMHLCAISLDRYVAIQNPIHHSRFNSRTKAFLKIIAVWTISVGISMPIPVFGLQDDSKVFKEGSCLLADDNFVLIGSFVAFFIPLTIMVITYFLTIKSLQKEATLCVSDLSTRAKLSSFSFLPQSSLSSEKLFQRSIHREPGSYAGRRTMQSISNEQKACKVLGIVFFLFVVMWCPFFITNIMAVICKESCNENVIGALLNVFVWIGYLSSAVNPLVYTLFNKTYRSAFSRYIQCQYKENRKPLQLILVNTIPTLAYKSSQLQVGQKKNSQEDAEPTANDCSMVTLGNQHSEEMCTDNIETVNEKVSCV
# ABCB6 inh MLPCN: human ABCB6 transporter inhibition. AID 602162. K562-ABCB6 porphyrin accumulation, flow cytometry, 1 h; active compounds read low. Q9NP58. fluorescence ratio to DMSO, % at 10 µM. hit rate 0.19% among 360,000;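 active = fluorescence ratio to DMSO below 75%, the collection mean minus 3 SD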;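 note: signal is porphyrin accumulated inside mitochondria; 100% equals median channel fluorescence of DMSO control wells; lower ratio means ABCB6 inhibition with less porphyrin fluorescence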
# Exocytosis inh: lytic granule exocytosis inhibition; hit rate 0.66% among 360,000; TALL-104 LAMP-1 surface exposure, flow cytometry; cells stimulated with thapsigargin and PMA; inhibition, % at 10 µM;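 active = inhibition above about 55%, limit read from the data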
# Vif imaging: blocks HIV Vif function | inhibition, % at 7.49 µM | HEK293T cells, Vif self-association by quenched fluorescence, imaging, 24 h | hit rate 0.35% among 340,000; in the data active = inhibition above about 50%, passing the limit was not always enough; note: some results filed as inactive read as strong as hits
# H9c2 protect: protects H9c2 cardiomyocytes from peroxide injury; AID 588492; hit rate 0.63% among 360,000; H2O2 injury protection, ATPLite, 2 h; protection from H2O2 cell death, % at 20 µM;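 active = compounds giving at least 50% protection of heart cells from peroxide-induced death in the single-dose screen, raw or plate-pattern-corrected value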;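 note: 0% = DMSO wells with peroxide and 100% = DMSO wells without peroxide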
# Glyco luc inh: blocks N-linked glycosylation in D54 reporter cells | D54 ERlucT glycosylation luciferase reporter, 24 h; percent of 100 nM tunicamycin response | reporter increase, % at 12.5 µM | hit rate 0.23% among 360,000 | AID 588692;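 active = mean luciferase reporter signal, scaled so untreated is 0 and the glycosylation-blocking control 100, at or above a set limit in every replicate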;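 note: luciferase carries N-glycosylation sites so blocking glycosylation raises the light; 0% = median of neutral control wells and 100% = median of 100 nM tunicamycin wells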
# * = called active by the depositor; x = no result given.
SMILES,hiPSC survival,CaV13 ICDI inh,aDG glyco act,PDI turbidity,HTR2A ag,ABCB6 inh MLPCN,Exocytosis inh,Vif imaging,H9c2 protect,Glyco luc inh
Cc1cccc(C)c1NC(=O)C(=O)NCC1CCCN1S(=O)(=O)c1cccs1 (centres undefined),0.1,-7,0.0,11,0,98,-4,-8,2,0
Cc1sc(NC(=O)/C=C/c2ccc(C(C)C)cc2)c(C#N)c1C,-3.2,-2,0.0,-7,-1,100,7,-1,4,-1
CCC(CO)Oc1cc(NCc2cccc(O)c2)c2ncn(C(C)C)c2c1 (centres undefined),0.1,-5,-0.2,0,-1,99,-4,-3,8,4
C[C@H](NC(=O)c1nc[nH]c1C(=O)NC(c1ccccc1)c1ccccc1)C(=O)OC(C)(C)C,-0.5,-9,0.2,3,0,91,9,-6,43,-2
CC(C)Sc1nnc(NC(=O)C2CC2)s1,-0.2,-6,0.1,5,-2,98,0,3,-2,1
COC(=O)CN(Cc1ccccc1)S(=O)(=O)c1ccc(OC)c(OC)c1,-0.2,-2,-0.2,2,-2,104,12,-2,-1,0
N#Cc1nc(Cc2cccc3ccccc23)oc1NCCN1CCOCC1,-1.5,-3,0.1,-3,-1,103,13,-3,0,-2
CCN(Cc1ccccc1)S(=O)(=O)c1ccc(C(=O)Nc2nnc(C)o2)cc1,-0.3,-5,0.4,-4,6,98,0,-4,25,0
COc1ccc(C(=O)CCNc2ccc(F)cc2)cc1,0.8,-5,0.1,-3,-3,96,6,1,-5,1
CCOC(=O)CC1C(=O)NCCN1C(=S)Nc1ccccc1 (centres undefined),3.3,-5,0.0,0,9,103,-5,3,-8,1
O=C(CCC(=O)N1CCOc2ccccc21)N1CCCCC1,2.6,-5,1.2,x,-6,100,2,3,2,1
Cc1nc2c3ccccc3nc(NNC(=O)CCC(=O)NCCN3CCN(c4ccccc4F)CC3)n2n1,0.2,x,1.3,-7,-3,107,-7,-5,0,1
Cc1cccc(C(=O)OC2CCOC2=O)c1O (centres undefined),0.2,-2,-0.2,-4,-6,95,-7,11,-4,2
COc1ccc(N(C(C)C(=O)N2CCCC2)S(C)(=O)=O)cc1 (centres undefined),0.3,-2,-0.1,-1,0,103,-9,-2,-2,3
CCN1CCN(S(=O)(=O)c2ccc3c(c2)NC(=O)CS3)CC1,1.0,-13,-0.5,3,-5,99,-1,1,-2,1
CC1CC(C)CN(C(=O)c2ccc3ncsc3c2)C1 (centres undefined),-1.9,-6,-0.2,-11,3,95,21,32,-3,2
COCCNC(=O)C(=O)N/N=C(\C)CC(=O)Nc1ccc(Cl)cc1Cl,-1.6,-2,0.0,-2,0,103,1,-6,-2,1
COc1ccc(N2CC(C(=O)OCC(=O)c3ccc(C)cc3)CC2=O)cc1 (centres undefined),0.3,-7,-0.1,-5,0,97,-5,-4,5,-2
CCCn1c(SCC(=O)Nc2ccc(C(=O)Nc3ccccc3OC)cc2)n[nH]c1=O,1.3,-5,-0.1,-2,-1,68*,-5,41,-3,0
COc1ccc(S(=O)(=O)Nc2c(C(=O)O)[nH]c3ccc(OC)cc23)cc1,1.8,-8,-0.8,0,14,98,19,-5,4,6
CCN(CC)C(=O)c1cc2sc3ccccc3c2s1,-0.3,x,0.2,-13,0,101,-2,x,-20,-3
CCC1C(=O)CC(c2ccco2)NC1c1ccco1 (centres undefined),0.1,x,0.8,1,4,99,8,7,2,3
O=C(OCC(=O)N1CCCCCC1)c1cnc(Cl)c(Cl)c1,-0.2,-5,0.1,5,2,91,-2,2,-1,1
Cc1sc2ncnc(SCC(=O)c3cccs3)c2c1C,-1.2,-4,0.2,-6,8,98,0,-3,-7,-4
CC(C)OC(=O)c1nnc(Cc2ccc(F)cc2)o1,2.4,-2,-0.1,x,0,102,-1,2,16,1

# As a short view, part of the list above.
SMILES,hiPSC survival,CaV13 ICDI inh,aDG glyco act,PDI turbidity,HTR2A ag,ABCB6 inh MLPCN,Exocytosis inh,Vif imaging,H9c2 protect,Glyco luc inh
COc1ccc(N(C(C)C(=O)N2CCCC2)S(C)(=O)=O)cc1 (centres undefined),0.3,-2,-0.1,-1,0,103,-9,-2,-2,3
CCN1CCN(S(=O)(=O)c2ccc3c(c2)NC(=O)CS3)CC1,1.0,-13,-0.5,3,-5,99,-1,1,-2,1
CC1CC(C)CN(C(=O)c2ccc3ncsc3c2)C1 (centres undefined),-1.9,-6,-0.2,-11,3,95,21,32,-3,2
COCCNC(=O)C(=O)N/N=C(\C)CC(=O)Nc1ccc(Cl)cc1Cl,-1.6,-2,0.0,-2,0,103,1,-6,-2,1
COc1ccc(N2CC(C(=O)OCC(=O)c3ccc(C)cc3)CC2=O)cc1 (centres undefined),0.3,-7,-0.1,-5,0,97,-5,-4,5,-2
CCCn1c(SCC(=O)Nc2ccc(C(=O)Nc3ccccc3OC)cc2)n[nH]c1=O,1.3,-5,-0.1,-2,-1,68*,-5,41,-3,0
COc1ccc(S(=O)(=O)Nc2c(C(=O)O)[nH]c3ccc(OC)cc23)cc1,1.8,-8,-0.8,0,14,98,19,-5,4,6
CCN(CC)C(=O)c1cc2sc3ccccc3c2s1,-0.3,x,0.2,-13,0,101,-2,x,-20,-3
CCC1C(=O)CC(c2ccco2)NC1c1ccco1 (centres undefined),0.1,x,0.8,1,4,99,8,7,2,3
O=C(OCC(=O)N1CCCCCC1)c1cnc(Cl)c(Cl)c1,-0.2,-5,0.1,5,2,91,-2,2,-1,1
Cc1sc2ncnc(SCC(=O)c3cccs3)c2c1C,-1.2,-4,0.2,-6,8,98,0,-3,-7,-4
CC(C)OC(=O)c1nnc(Cc2ccc(F)cc2)o1,2.4,-2,-0.1,x,0,102,-1,2,16,1

# Other results follow:
SMILES,hiPSC survival,CaV13 ICDI inh,aDG glyco act,PDI turbidity,HTR2A ag,ABCB6 inh MLPCN,Exocytosis inh,Vif imaging,H9c2 protect,Glyco luc inh
COc1ccc(Cc2nc(-c3cccc(C)c3)no2)cc1,1.3,-2,0.3,26,-3,102,0,-2,-30,2
O=C(CSc1cccc2cccnc12)OCC(=O)c1ccc(Br)cc1,-0.6,x,1.2,-8,1,108,-1,6,-4,6
Cc1ccc(N=Nc2c(O)[nH]c3ccc(F)cc23)cc1,-0.3,-20,-0.2,-2,-4,111,0,20,-8,1
O=C(CC1Sc2ccccc2NC1=O)NNC(=O)Nc1ccc(Cl)cc1 (centres undefined),-0.1,-3,-0.1,0,3,96,-11,-12,2,0
CC1=C(C(=O)NCc2ccc3c(c2)OCO3)C2(CCC(C)CC2)OC1=O (centres undefined),2.8,-7,0.1,x,-7,89,4,-8,10,2
COc1ccc(NC(=S)NC(=O)c2ccccc2)cn1,-0.4,x,0.0,-4,-1,99,-8,-7,-12,-2
C/C(CCc1ccccc1)=N\NC(=O)c1ccc(CN2CCOCC2)cc1,-0.4,-7,-0.1,9,0,97,-3,0,-1,-1
CC(C)(C)OC(=O)N1CCC(CC2CC(c3ccncc3)=NO2)(C(=O)O)CC1 (centres undefined),0.6,-10,-0.2,6,1,101,4,-4,15,-1
CCOc1ccc(Oc2ccccc2NC(=O)CN2C(=O)NC3(CCCC3)C2=O)cc1,1.5,-6,0.0,-3,1,97,7,-7,-1,0
O=C(NC1(C(F)(F)F)N=C(c2ccccc2)NC1=O)c1ccccc1 (centres undefined),-0.4,-3,-0.2,-8,0,102,-2,-2,1,2
CCn1c(=N)c(S(=O)(=O)c2ccccc2)cc2c(=O)n3ccccc3nc21,-0.2,33*,-0.1,0,-3,86,-2,23,13,3
O=C(c1ccccc1Cl)N1N=C(c2ccc(Br)cc2)CC1c1nc2ccccc2[nH]1 (centres undefined),1.9,-5,-0.1,6,-3,94,3,x,-7,x
O=C(O)CC(CC(=O)Nc1ccc(-c2ccccc2)cc1)c1ccccc1 (centres undefined),1.1,-4,0.2,-11,1,97,-2,1,0,3
COc1ccc(Cc2nc3ccc(C(=O)NCc4cccc(C)n4)cc3o2)cc1OC,7.3,-5,0.2,2,14,107,-5,0,5,0
CCCn1c(SCC(=O)NCCCN2CCCC2=O)nc2ccccc2c1=O,-0.3,-6,-0.1,0,3,95,0,5,5,2
CCSc1nsc(NC(=O)Nc2ccccc2OC)n1,0.3,-6,0.0,-3,-1,98,-5,7,-7,1
Cc1ccc(C)c(N2CCN(C(=O)c3nn(C)c4c3CS(=O)(=O)c3ccccc3-4)CC2)c1,-0.7,-7,0.7,-1,2,99,16,-1,0,-2
O=C(NNc1c2ccccc2nc2ccccc12)c1cc2ccccc2cc1O,-0.8,-5,0.3,19,0,118,12,-14,9,-6
CN(C)S(=O)(=O)c1ccc(-c2csnn2)s1,-2.3,-1,-0.7,-13,-4,83,-2,9,-8,4
COC(=O)Nc1ccc2c(c1)OCO2,3.5,-5,0.0,16,3,98,-1,x,-5,x
O=C(NC(=S)NNS(=O)(=O)c1ccccc1)c1cccnc1,-1.1,-5,-0.4,5,5,100,0,-15,10,0
Cc1ccc(NC(=O)c2ccc(-c3nn(C)c(=O)c4ccccc34)cc2)cc1,-1.0,-9,0.9,-3,3,100,-3,-8,4,-3
Cn1ccnc1-c1nnn(-c2ccc(Cl)c(Cl)c2)n1,-0.1,-6,-0.3,2,-9,98,-1,6,0,1
COC(=O)c1ccc(C(NC(=O)OCc2ccccc2)/C(F)=C/[C@@H](C)C(=O)NCc2ccc(OC)c(OC)c2)cc1 (some centres undefined),-2.7,-11,-0.2,-14,0,98,-22,31,17,2
O=C(NCc1ccccc1)C1CCCN(c2cnccn2)C1 (centres undefined),-0.5,-13,-0.1,2,1,95,3,2,8,1

# 2 consecutive records out of the list so far, quoted:
SMILES,hiPSC survival,CaV13 ICDI inh,aDG glyco act,PDI turbidity,HTR2A ag,ABCB6 inh MLPCN,Exocytosis inh,Vif imaging,H9c2 protect,Glyco luc inh
Cc1cccc(C(=O)OC2CCOC2=O)c1O (centres undefined),0.2,-2,-0.2,-4,-6,95,-7,11,-4,2
COc1ccc(N(C(C)C(=O)N2CCCC2)S(C)(=O)=O)cc1 (centres undefined),0.3,-2,-0.1,-1,0,103,-9,-2,-2,3

# Continuation.
SMILES,hiPSC survival,CaV13 ICDI inh,aDG glyco act,PDI turbidity,HTR2A ag,ABCB6 inh MLPCN,Exocytosis inh,Vif imaging,H9c2 protect,Glyco luc inh
COc1ccc(CC(=O)OCC(=O)Nc2ccc3[nH]c(=O)[nH]c3c2)cc1,-0.5,-6,-0.1,2,5,96,-2,16,-2,0
CC(NC(=O)c1ccccc1O)c1ccccc1 (centres undefined),0.7,-12,0.0,2,-4,107,-8,-3,-2,-3
Cn1c(OCc2cccnc2)nc2c1c(=O)n(Cc1ccccc1)c(=O)n2C,4.4,-2,1.0,-14,1,98,-6,-3,27,-2
COc1ccc(NC(=O)/C(=C\c2ccc(OC)c(OC)c2)NC(=O)c2ccco2)cc1,-0.1,-2,-0.2,-5,0,99,2,12,0,0
O=[N+]([O-])c1ccc(S(=O)(=O)Nc2nnc(C(F)(F)F)s2)cc1,0.1,-19,-0.1,-9,-2,99,2,3,2,0
CC1CN(c2ccc([N+](=O)[O-])cc2Cl)CCN1S(C)(=O)=O (centres undefined),0.7,-7,-0.1,2,-1,96,-2,0,-4,-1
